RXFP1 ag: activates the human relaxin receptor RXFP1; 370,000 tested, 0.3% active; Potency, µM (highest dose often 57.5 µM), inactives show top-dose activation, most hits filed as activators; HEK293T-RXFP1 cAMP TR-FRET, 30 min; response scale: percent of porcine relaxin response, buffer zero; further: potency means the concentration at half of the fitted maximal effect; on the % scale 0 is the no-effect control and ±100 the full control effect; nearly all actives have a fitted effect of over 60% in size; many of its hits are not listed in these tables
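HEK293T cells stably expressing RXFP1 were pretreated with the PDE4 inhibitor Ro 20174, exposed to compounds for 30 min at 37C, lysed, and cAMP was read by TR-FRET. Data normalized to buffer (basal) and 29 nM porcine relaxin (100%).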
Vif-APOBEC3G blk: inhibitors of Vif-APOBEC3G interaction. AID 602310. Potency, µM (top dose mostly 46.1 µM), inactives show at the highest dose activity, negative = active, hits mostly inhibitors. HeLa A3G-eYFP + Vif (tagged APOBEC3G with the HIV-1 protein that degrades it), YFP fluorescence, overnight. Q9HC16. 410,000 tested, 0.076% active;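 further: potency means the concentration at half of the fitted maximal effect; on the % scale 0 is the no-effect control and ±100 the full control effect; nearly all actives have a fitted effect of over 60% in size; hits raise eYFP signal because A3G escapes Vif-driven loss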
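Read-out is eYFP fluorescence (Ex 488/Em 500-530) from Vif-expressing HeLa A3G-eYFP cells; more signal means A3G escaped Vif-mediated degradation. Cells plated overnight, compound pinned in, incubated overnight at 37 deg C.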
Vif-A3F inh: inhibitors of Vif-A3F interaction; HeLa A3F-eYFP + Vif (tagged APOBEC3F with the HIV-1 protein that degrades it), YFP fluorescence increase; AID 602313; Potency, µM (series often up to 46.1 µM), without a hit: at the top dose activity, negative = active; 390,000 tested, 0.2% active; further: potency means the concentration at half of the fitted maximal effect; % of control where 0% means no effect; nearly all actives have a fitted effect of over 65% in size
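HeLa cells stably expressing Vif plus C-terminally eYFP-tagged A3F were seeded, incubated overnight at 37 deg C, dosed with compound, incubated overnight again at 37 deg C. Yellow fluorescence (Ex 488/Em 500-530) reported blocked Vif-mediated A3F-eYFP degradation.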
USP1 inh: inhibitors of human USP1/UAF1 deubiquitinase; O94782; recombinant USP1/UAF1, Ub-Rhodamine cleavage fluorescence; Potency, µM (top dose mostly 57.1 µM), for inactives: at the highest dose activity change, negative = inhibition, hits mostly inhibitors; 390,000 tested, 0.23% active; further: potency means the concentration at half of the fitted maximal effect; on the % scale 0 is the no-effect control and ±100 the full control effect; nearly all actives have a fitted effect of over 60% in size; inactives centre near -12
Target sequence (O94782 whole entry, looked up): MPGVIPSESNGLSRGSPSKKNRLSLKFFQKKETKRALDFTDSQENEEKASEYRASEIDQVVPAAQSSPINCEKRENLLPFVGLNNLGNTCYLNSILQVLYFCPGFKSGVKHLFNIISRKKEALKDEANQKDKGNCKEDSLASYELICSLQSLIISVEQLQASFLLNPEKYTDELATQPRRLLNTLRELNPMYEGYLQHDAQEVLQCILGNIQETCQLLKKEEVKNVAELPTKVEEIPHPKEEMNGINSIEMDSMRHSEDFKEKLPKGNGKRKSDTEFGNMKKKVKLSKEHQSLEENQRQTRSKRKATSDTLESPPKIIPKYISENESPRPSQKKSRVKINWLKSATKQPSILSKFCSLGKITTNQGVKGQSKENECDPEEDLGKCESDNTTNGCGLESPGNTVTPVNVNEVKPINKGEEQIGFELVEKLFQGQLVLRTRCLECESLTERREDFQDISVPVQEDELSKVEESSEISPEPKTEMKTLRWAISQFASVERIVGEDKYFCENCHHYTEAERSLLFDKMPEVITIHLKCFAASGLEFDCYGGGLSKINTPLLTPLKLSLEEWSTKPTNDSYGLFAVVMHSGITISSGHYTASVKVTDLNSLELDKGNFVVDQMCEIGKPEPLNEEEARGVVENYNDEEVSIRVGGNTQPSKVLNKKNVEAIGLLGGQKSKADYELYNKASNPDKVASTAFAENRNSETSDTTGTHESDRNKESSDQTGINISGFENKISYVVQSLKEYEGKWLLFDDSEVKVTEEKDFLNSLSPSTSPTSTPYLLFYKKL
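USP1/UAF1 complex (1 nM) preincubated 15 min at room temperature with compound, then Ub-Rho substrate (150 nM final) added. Kinetic fluorescence at 480/540 nm over 6 reads at 60 s intervals; 50 mM HEPES pH 7.8, 0.5 mM EDTA, 0.1 mg/ml BSA, 1 mM TCEP, 0.01% Tween-20.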
PI4K2A inh: inhibitors of human PI4K2A | activity change, negative = inhibition, % at 76.9 µM | Q9BTU6 | purified PI4K2A, ADP-Glo luminescence, 1 h; hits give low values | 420,000 tested, 0.13% active | AID 1346378; in the data active means activity change below about -50%; inconclusive means mostly about -30% to -49%;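 further: -100% = wells without enzyme as full effect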
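In this quantitative HTS, ADP production by PI4K2A was quantified luminescently after 1 h at ambient temperature; 100 microM adenosine served as plate-quality control.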
mIDH1 inhibitor: inhibitors of human mutant IDH1 R132H; O75874; IDH1-R132H enzyme, NADPH consumption, diaphorase/resazurin fluorescence; Potency, µM (titrated, usually from 76.6 µM), for the others: top-dose activity change, negative = inhibition, usual class: inhibitors; 390,000 tested, 0.093% active; further: potency means the concentration at half of the fitted maximal effect; on the % scale 0 is the no-effect control and ±100 the full control effect; nearly all actives have a fitted effect of over 65% in size
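IDH1-R132H (0.5 ug/mL) preincubated 30 min with compound, then NADPH (0.016 mM) and alpha-KG (2 mM) added; 80 min at RT, pH 7.5. Remaining NADPH coupled via diaphorase/resazurin to fluorescence (540/590 nm); concentration-response curves normalized to no-enzyme control.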
TrxR1 substrate: is turned over as a substrate by rat TrxR1; O89049; purified TrxR1 substrate turnover, NADPH consumption readout; Potency, µM (series often up to 114 µM), inactives show top-dose activity change, negative = substrate turnover; 390,000 tested, 0.01% active; further: potency means the concentration at half of the fitted maximal effect; on the % scale 0 is the no-effect control and ±100 the full control effect; nearly all actives have a fitted effect of over 50% in size
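Rat TrxR1, dispensed at 90 nM, was prereduced with 400 uM NADPH (final) for 5 min at ~22 deg C, then incubated with compound 15 min before 400 uM selenite. A first-read NADPH fluorescence drop versus no-compound background flagged substrates.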
GRP78 ERSR act: induces the endoplasmic reticulum stress response in human glioma cells. U87-MG GRP78 promoter luciferase reporter, 16 h. Potency, µM, for the others: top-dose activation, most hits filed as activators. AID 602332. 420,000 tested, 0.02% active; further: potency means the concentration at half of the fitted maximal effect; series mostly up to about 76 µM; % of control where 0% means no effect; nearly all actives have a fitted effect of over 35% in size
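ERSR induction read as luciferase luminescence (Bright-Glo, 10 min at room temperature) in stably transfected human U87-MG glioma cells exposed to compounds for 16 h, using GRP78 as sensor.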
LDHA block: blocks human lactate dehydrogenase A | purified LDHA, NADH/diaphorase-resazurin fluorescence; hits give low values | activity change, % (values are at about 110 or 230 µM) | 480,000 tested, 0.15% active | AID 1347041; in the data active means activity change below about -30%; inconclusive means mostly about -25% to -30%;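 further: plate controls were DMSO wells for no effect and wells without enzyme for full effect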
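Human LDH5 at 2 nM final in Tris HCl pH 7.4 with 0.06 mM NADH and 0.2 mM pyruvate, reacted 5 minutes at room temperature. Remaining NADH coupled via diaphorase/resazurin; resorufin fluorescence read at 0 and 20 minutes, normalized to enzyme-free and DMSO wells.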
* hit, by the source's call; u = inconclusive; x = no result given; & = joins results of further samples; [ ] = another dose, or the depositor's remark. Unless noted, the call rests on the fitted dose curve; in most records, active means well fitted curve in the direction sought with a large enough effect; inconclusive means small, poorly fitted or top-dose-only effect, or another doubt; inactive means no such curve, though single readings can be large; an effect the other way counts as inactive or inconclusive.

The line under a structure holds: Vif-APOBEC3G blk, USP1 inh, TrxR1 substrate, Vif-A3F inh, RXFP1 ag, mIDH1 inhibitor, GRP78 ERSR act, LDHA block, PI4K2A inh
CCOc1ccc(OCC(=O)NCCS(=O)(=O)N2CCN(c3ccc(F)cc3)CC2)cc1
  2%&5%, -11%&-6%, -2%, -9%&-5%, 1.7%&2.3%, -4%&-9%, -4%&-4%, -3&-5, 10&-1
Cc1nc(C(=O)O)cc([N+](=O)[O-])c1C
  5%, -14%, x, -4%, x, 15%, -6%, -1, 2
Cc1c(NS(=O)(=O)c2ccc(Cl)c(C(=O)OC(C)C(=O)NCc3ccco3)c2)c(=O)n(-c2ccccc2)n1C (configuration not stated)
  -5%, -7%, 4%, 3%, 1.4%, -5%, 2%, -2, 2
O=C(Nc1ccc(Cl)c(Cl)c1)Nc1cc(S(=O)(=O)N2CCOCC2)ccc1N1CCCC1
  -5%, 2%, -3%, 5%, 0.4%, 6%, -3%, -6, 6
O=C(CN1C(=O)c2cccc3cccc1c23)N1CCN(c2cccc(Cl)c2)CC1
  0%, -17%, 10%[57.1 µM], -9%, 0.8%, 3%, -6%, -1, -2
CC(C)(C)c1ccc(-c2cn(-c3ccc(Br)cc3)c3[n+]2CCCS3)cc1
  -1%, -6%, 2%, 1%, 0.0%, -13%, -11%, -2, 1
N[C@@H](Cc1ccccc1)c1nnc2sc(SCc3ccccc3)nn12
  1%, -16%, 0%, 1%, 2.0%, 1%, -5%, -3, 6
CC(C)NC(=O)c1ccccc1S(=O)c1ccccc1C#N (configuration not stated)
  1%, -1%, -7%, -11%, -1.9%, -7%, -3%, -6, -1
CC1CN(c2cnn(C(C)C)c(=O)c2Cl)CC(C)O1 (configuration not stated)
  1%, 0%, -2%, 0%, 3.2%, 25%, 0%, 0, -1
COc1ccc(C(=O)/C(=C/O)N=Nc2ccc(F)cc2)cc1
  -17%, -20%, -2%, 20%, 3.3%, 5%, -2%, 3, -7
COc1ccc2c(Sc3ccccc3)c(C(=O)NCc3ccc(OC(C)C)cc3)[nH]c2c1
  -3%, -7%, 34%[activator], -12%, 3.7%, 15%, -1%, 1, -1
CCCCSCc1nc2nc(Cl)c(Cl)nc2[nH]1
  0%, -23%, x, -9%, x, 10%, -3%, -3, 5
O=C(NCC1CCCO1)/C(=C\c1ccccc1F)NC(=O)c1ccccc1 (configuration not stated)
  -3%, u, 1%[57.1 µM], -18%, 2.5%, -3%, 0%, -17, 2
O=C(COc1ccc(Cl)cc1)N1CCN(C(=O)c2ccccc2F)CC1
  -2%, 0%, 6%[57.1 µM], -2%, 1.3%, -8%, -1%, -7, 4
COc1ccccc1N=Nc1ccc(N)c(C)c1
  1%, -4%, -16%, 14%, -3.6%, 23%, -5%, 6, -5
CCOc1ccc(Nc2ncnc3onc(-c4ccc(Cl)cc4)c23)cc1
  -1%, u, 6%, -1%, 0.4%, -7%, 0%, -1, -3
O=C(Nc1ccc(Cl)cc1)c1cncs1
  -5%, -7%, 10%[57.1 µM], 18%, -0.3%, -3%, 1%, -10, 6
CCOc1ccccc1NC(=O)C1CCN(S(=O)(=O)c2ccc3c(c2)CC(C)N3C(C)=O)CC1 (configuration not stated)
  -1%, -29%, 7%, -4%, 15%, 0%, 2%, -3, -4
Cc1ccc(NC(=O)Cn2c(=O)n(Cc3nc(-c4ccccc4)no3)c(=O)c3cc4c(cc32)OCO4)cc1F
  -3%, -20%, 10%, 2%, 0.4%, -5%, 3%, -2, 4
COc1cccc(C(=O)Nc2ccc(NC(=O)C3CC=CCC3C(=O)O)cc2)c1 (configuration not stated)
  -2%, -12%, -5%[57.1 µM], -10%, -1.9%, 2%, -5%, -1, -2

Among those listed so far, these have an aryl thioether with sulfur outside any ring:
The line under a structure holds: Vif-APOBEC3G blk, USP1 inh, TrxR1 substrate, Vif-A3F inh, RXFP1 ag, mIDH1 inhibitor, GRP78 ERSR act, LDHA block, PI4K2A inh
N[C@@H](Cc1ccccc1)c1nnc2sc(SCc3ccccc3)nn12
  1%, -16%, 0%, 1%, 2.0%, 1%, -5%, -3, 6
COc1ccc2c(Sc3ccccc3)c(C(=O)NCc3ccc(OC(C)C)cc3)[nH]c2c1
  -3%, -7%, 34%[activator], -12%, 3.7%, 15%, -1%, 1, -1

Further structures.
The line under a structure holds: Vif-APOBEC3G blk, USP1 inh, TrxR1 substrate, Vif-A3F inh, RXFP1 ag, mIDH1 inhibitor, GRP78 ERSR act, LDHA block, PI4K2A inh
Cc1ccc(C)c(S(=O)(=O)Nc2cc3c4c(c2)CCC(=O)N4CCC3)c1
  -9%, -2%, 5%[57.1 µM], -16%, -0.7%, 4%, -3%, -12, 1
Cc1ccc(C(=O)NCC(=O)OC(C)C(=O)NC2CCCc3ccccc32)cc1 (configuration not stated)
  1%, -21%, 0%, 6%, 0.6%, 7%, -5%, -10, -1
CCN(CC)C(=O)c1sc2c(c1C)c(=O)n(-c1ccc(C)c(C)c1)c(=O)n2CC(=O)NCC1CCCO1 (configuration not stated)
  2%, -10%, 2%[57.1 µM], -1%, -0.5%, 9%, 3%, -12, -1
Cc1ccc(CN(C(=O)COc2ccc(Cl)c(C)c2)c2ccccn2)o1
  0%, -13%, -9%, 8%, 0.1%, -4%, 1%, 6&-8, -2
COc1cc(/C=N/NC(=O)c2cccc(NC(=O)c3ccccc3)c2)ccc1O
  -6%, -8%, 0%[57.1 µM], u, -0.9%, -9%, 3%, -2, -3
O=C(OCCCCOC(=O)c1ccccc1)c1ccccc1
  4%, -1%, 0%, -19%, 7.1%, -8%, -4%, 1, -5
COc1ccc(-c2nc(=S)c3c(n2Cc2cccnc2)CC(C)(C)OC3)cc1
  -1%, 13%, 10%[11.4 µM], 2%, 16%, -1%, -5%, -8, -4
Cc1cccc(NC(=O)c2ccc(-n3c(C)nnc3C)cc2)c1
  -3%, -13%, -7%[57.1 µM], -12%, 2.8%, 17%, 0%, -2, 2
CC1(C)CC(=O)C=C(c2ccc(F)cc2OCc2ccccc2)C1
  -13%, u, 5%, 3%, 0.0%, 5%, -2%, 1, -2
CSc1nsc(SC)c1C(=O)N1CCN(S(=O)(=O)c2ccc(C)cc2)C1C(C)C (configuration not stated)
  -2%, -16%, 14%[57.1 µM], -15%, 0.4%, 1%, -5%, 0, 5
COc1ccc(/C=N/NC(=O)c2ccc(C)nc2)cc1O
  -8%, -8%, -9%, -2%, -1.0%, -2%, 0%, -1, -4
S=c1[nH]nc(-c2cccnc2)n1/N=C/C=C/c1ccco1
  1%, 2%, -3%, 8%, -0.6%, 4%, -3%, 9, -13
Cc1ccnc(NC(=O)CCC(=O)N(CC(=O)NCc2ccccc2)Cc2cccs2)c1
  -3%, -8%, 9%[57.1 µM], -15%, -4.8%, 2%, -2%, -7, 2
O=C(NC1CCCCCC1)c1ccc(OCC2CCCO2)cc1 (configuration not stated)
  -4%, 17%, 0%[57.1 µM], -17%, 6.1%, -6%, -4%, 1, -10
COc1ccccc1N1CCN(S(=O)(=O)c2c(C)[nH]c(C)c2C(=O)N2CCCC2)CC1
  1%, -21%, 1%, -2%, 0.7%, 9%, 4%, -3, 3
O=C1c2ccccc2S(=O)(=O)c2cc(C(=O)N3CCC(N4CCCC4)CC3)ccc21
  2%, -31%, 2%[57.1 µM], 0%, x, -15%, -5%, -3, 2
COc1cccc(C2c3c(oc4ccccc4c3=O)C(=O)N2CCCN2CCOCC2)c1 (configuration not stated)
  -3%, -22%, -1%, -5%, 0.5%, 9%, -2%, 1, 7
Cc1ccc(C)c(Nc2nnc(-c3ccc(C)c(S(=O)(=O)N4CCN(C)CC4)c3)c3ccccc23)c1
  -4%, -26%, -2%, -2%, 3.7%, 0%, 3%, -8, 1
COc1ccccc1NC(=O)COC(=O)c1ccc2ccccc2n1
  -3%, -12%, -2%, 1%, x, 11%, -1%, -7&2, -5
Cc1ccc(C(=O)NCCCNC(=O)c2ccco2)cn1
  -1%, 1%, 0%, -16%, 3.3%, -1%, -1%, -12, -6
CCCCn1c(N)c(N(CCC(C)C)C(=O)CCN2C(=O)C3CC=CCC3C2=O)c(=O)[nH]c1=O (configuration not stated)
  0%, -4%, 0%, 7%, -0.5%, 0%, -4%, -5, -2
C1=C(CCNc2nnnn2-c2ccccc2)CCCC1
  1%, -4%, -11%, x, 2.5%, -4%, -1%, -1, 19
Cc1nc(SCC(=O)c2ccc(F)c(F)c2)[nH]c(=O)c1Oc1ccc(Cl)cc1
  0%, -21%, -7%, -2%, -4.1%, -1%, -3%, -6, -4
Cc1cccc(NC(=O)CN(c2ccc(C(C)C)cc2)S(=O)(=O)c2c(C)nn(C)c2C)c1C
  1%, -3%, -7%, 5%, -3.2%, 0%, -2%, -11, 0
COCCNC(=O)CN(C(=O)Cn1nnc2ccccc21)c1ccc(C)c(F)c1
  1%, -3%, 3%, -2%, -0.3%, 1%, 3%, -3, 1

Screening results deposited in PubChem by National Center for Advancing Translational Sciences (NCATS).

These rows are one share of the data; rates above refer to the full screens.
